Compound activity (PubChem BioAssay)
UBC13 polyUb: inhibitors of human UBC13 polyubiquitin chain formation | P61088 | TR-FRET | inhibition, % at 20 µM | hit rate 0.47% among 330,000; in the data active = inhibition above about 45%, passing the limit was not always enough
CCR6 antagonist: CCR6 (human) receptor antagonism. P51684. hit rate 0.49% among 340,000. inhibition, % at 20 µM. CHO-K1 CCR6 PathHunter beta-arrestin, luminescence, CCL20-stimulated;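 active = compounds whose inhibition of the agonist-driven luminescence signal at 20 µM reaches about 50%, limit read from the data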;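 note: cells stimulated with CCL20 at 14 nM final; plate controls were DMSO with CCL20 for no effect and DMSO without agonist for full effect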
Target sequence (P51684 whole entry, looked up): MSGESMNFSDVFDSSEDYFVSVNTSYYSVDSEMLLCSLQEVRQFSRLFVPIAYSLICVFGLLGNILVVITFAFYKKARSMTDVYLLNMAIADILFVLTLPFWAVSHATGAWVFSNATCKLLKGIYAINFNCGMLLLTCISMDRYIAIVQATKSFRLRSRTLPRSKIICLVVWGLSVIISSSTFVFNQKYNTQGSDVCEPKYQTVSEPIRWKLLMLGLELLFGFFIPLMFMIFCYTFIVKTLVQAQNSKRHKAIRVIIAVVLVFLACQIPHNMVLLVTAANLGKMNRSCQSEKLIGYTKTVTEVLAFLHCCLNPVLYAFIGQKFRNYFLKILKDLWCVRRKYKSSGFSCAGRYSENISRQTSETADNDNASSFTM
EBI2 antag: blocks human EBI2 receptor beta-arrestin signaling | P32249 | EBI2 beta-arrestin recruitment, luminescence, 7a,25-OHC stimulated | inhibition, % at 5 µM | hit rate 0.81% among 360,000; in the data active = inhibition above about 38%;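 note: enzyme fragment complementation signal reports receptor beta-arrestin coupling in cells; 0% = agonist plus DMSO wells and 100% = wells without agonist; some results beyond the cut were filed as inactive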
Target sequence (P32249 whole entry, looked up, the tested form may be a part): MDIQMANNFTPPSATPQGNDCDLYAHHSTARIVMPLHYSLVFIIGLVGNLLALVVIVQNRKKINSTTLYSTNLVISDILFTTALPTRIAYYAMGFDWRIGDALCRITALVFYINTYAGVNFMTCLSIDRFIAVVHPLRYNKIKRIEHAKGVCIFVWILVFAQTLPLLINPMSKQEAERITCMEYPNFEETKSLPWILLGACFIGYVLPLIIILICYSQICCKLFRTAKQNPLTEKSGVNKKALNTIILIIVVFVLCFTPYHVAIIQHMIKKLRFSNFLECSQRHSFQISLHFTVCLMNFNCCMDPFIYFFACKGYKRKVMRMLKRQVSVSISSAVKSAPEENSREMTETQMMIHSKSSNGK
697 NFkB inh: lowers PMA/ionomycin-induced NF-kB signal in 697 B cells; 697 B-cell NF-kB luciferase reporter, 16 h; inhibition, % at 4 µM; hit rate 0.33% among 330,000; in the data active = inhibition above about 35%
Jurkat NFkB inh: inhibitors of the PMA/ionomycin-induced NF-kB reporter in Jurkat cells | PMA/ionomycin-induced NF-kB luciferase reporter, luminescence | inhibition, % at 4 µM | hit rate 0.53% among 330,000 | AID 435003
Gli-Sufu block: Gli-Sufu pathway antagonism | Sufu-KO-LIGHT fibroblasts, Gli luciferase reporter luminescence | inhibition, % at 5 µM | hit rate 0.74% among 340,000;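 active = inhibition above about 55%, limit read from the data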;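 note: 0% = DMSO-treated cells and 100% = wells with medium but no cells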
Apaf1 inhib: blocks human Apaf-1 apoptosome activity | O14727 | reconstituted apoptosome caspase-3 activity, DEVD-Rh110 fluorescence | inhibition, % at 20 µM | hit rate 0.71% among 330,000 | AID 489030; active = inhibition of at least 40% at 20 µM;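 note: plate controls were DMSO wells for no effect and DEVD-CHO caspase inhibitor wells for full effect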
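Medium: Hepes buffer, pH 7.5 / System: biochemical Apaf-1 apoptosome reconstitution / Measured by: Rh110 fluorescence, excitation 480 nm, emission 540 nm / Times: compound with Apaf-1, dATP, procaspase-3 30 min, then 50 min reaction, room temperature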
SENP8 inh: SENP8 protease inhibition. AID 2540. purified SENP8, Z-RLRGG-aminoluciferin cleavage, luminescence. Q96LD8. inhibition, % at 10 µM. hit rate 1.2% among 330,000
Target sequence (Q96LD8 whole entry, looked up): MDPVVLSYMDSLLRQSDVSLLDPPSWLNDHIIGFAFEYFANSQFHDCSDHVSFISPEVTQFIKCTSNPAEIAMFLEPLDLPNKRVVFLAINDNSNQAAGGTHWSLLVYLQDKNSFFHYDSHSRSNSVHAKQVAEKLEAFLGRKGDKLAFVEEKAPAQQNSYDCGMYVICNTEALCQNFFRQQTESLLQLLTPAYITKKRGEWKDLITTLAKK
An asterisk follows results filed as active; · = not tested or not shown. Cut-off read from the data, not from the text of the source, unless noted: active = inhibition above about 50%; inactive = the rest. An excerpt; count on the stated rates, not on these rows.

SMILES	UBC13 polyUb	CCR6 antagonist	EBI2 antag	697 NFkB inh	Jurkat NFkB inh	Gli-Sufu block	Apaf1 inhib	SENP8 inh
COc1ccc(S(=O)(=O)N2CCC(C(=O)N3CCCCCC3)CC2)cc1	-1	-7	-5	-8	3	2	-1	-4
Cc1nn(Cc2ccccc2Cl)c(C)c1C(=O)N(C)CC(=O)Nc1cccc(F)c1	20	-3	5	-11	5	0	10	-8
CC(C)C(CCNC(=O)CN1C(=O)c2ccccc2C1=O)c1ccco1 (centres undefined)	4	4	11	18	-4	-1	-1	1
Cc1ccc(S(=O)(=O)CC(=O)Nc2nnc(C)s2)cc1	6	0	4	5	5	26	-7	0
Cc1ccc(C(=O)NC(C(=O)Nc2ccccc2)c2ccccc2)cc1 (centres undefined)	2	14	-1	-3	-2	-10	-55	-1
Cc1cc(NS(=O)(=O)c2ccc(NC(=O)Cc3ccc([N+](=O)[O-])cc3)cc2)nc(C)n1	-6	6	6	11	-8	-1	-6	4
O=C(CNc1cccc2ccccc12)N/N=C/c1ccc([N+](=O)[O-])o1	-12	1	13	3	24	-7	22	9
O=C(Nc1ccc(N2CCN(C(=O)c3ccco3)CC2)cc1)C(c1ccccc1)c1ccccc1	-2	13	-3	-9	-1	30	0	-1
Cc1ccccc1-c1nc(CS(=O)(=O)CC(=O)NCCCN2C(C)CCCC2C)c(C)o1 (centres undefined)	8	4	-4	-9	-1	4	22	-13
COc1ccc2cc(C(=O)C3CCCN(Cc4cnc(N5CCOCC5)s4)C3)ccc2c1 (centres undefined)	15	4	0	14	12	33	17	-6
CC1(C)CC(=O)C2=C(C1)Nc1ccccc1[S@]2=O	5	-4	-1	5	-14	5	-6	-1
Cc1cc(=O)[nH]c2ccccc12	-4	2	9	-10	-11	1	-4	-12
CCN1CCN(CC(=O)Nc2cc(S(=O)(=O)N3CCCCC3)ccc2Cl)CC1	-8	3	0	-6	-23	15	20	-13
O=C1COc2ccc(NC(=O)c3ccccc3C(=O)O)cc2N1	0	11	-1	6	-9	2	-6	2
Cc1ccc(-n2ncc(-c3nnc(SCC(=O)NC4CCCC4)o3)c2N)cc1C	0	-3	5	-12	-2	1	-4	3
O=C(CN1C(=O)NC2(CCCC2)C1=O)NC(c1ccccc1)c1ccccc1	11	-1	-6	0	-2	6	0	6
COc1nc(N(C)C)nc(N2CC(=O)N(CCNS(=O)(=O)c3ccc(C)cc3)C2=N)n1	4	-9	-16	5	11	3	-2	0
O=C(CSc1n[nH]c(=O)n1-c1ccccc1)Nc1ccccc1	4	6	6	-3	-9	-4	1	-1
COc1ccc([C@H]2C=C(C(=O)O)O[C@@H](OCCCCO)C2)cc1	-12	-5	-5	7	4	1	-9	5
c1ccc2c(c1)oc1c(N3CCOCC3)ncnc12	2	15	-2	-25	-30	3	3	-13

The last three records of the section above are carried over, then new ones follow:
SMILES	UBC13 polyUb	CCR6 antagonist	EBI2 antag	697 NFkB inh	Jurkat NFkB inh	Gli-Sufu block	Apaf1 inhib	SENP8 inh
O=C(CSc1n[nH]c(=O)n1-c1ccccc1)Nc1ccccc1	4	6	6	-3	-9	-4	1	-1
COc1ccc([C@H]2C=C(C(=O)O)O[C@@H](OCCCCO)C2)cc1	-12	-5	-5	7	4	1	-9	5
c1ccc2c(c1)oc1c(N3CCOCC3)ncnc12	2	15	-2	-25	-30	3	3	-13
CCCCCC(CC(=O)NO)C(=O)NC(C(=O)N1CCCC1CO)C(C)C (centres undefined)	16	6	-3	18	6	2	-9	5
O=C(NCCc1ccccc1)c1ccc2c(c1)S(=O)(=O)c1cc(Cl)ccc1C2=O	-19	-23	-24	2	-5	1	17	-8
Cc1cc(C)nc(-n2nc(C)cc2NC(=O)CN2CCC(C)CC2)n1	3	13	-6	4	8	2	3	4
Cc1c([N+](=O)[O-])c(C(=O)NC2CCCC2)nn1C	-1	1	-9	-10	10	5	5	-10
Cc1ccccc1-c1nnc(SCC(=O)N(CC(C)C)c2c(N)n(CC(C)C)c(=O)[nH]c2=O)n1C	-4	-5	-20	11	7	1	-4	4
CSc1cccc(N2CC(C(=O)N3CCN(S(=O)(=O)c4ccccc4Cl)CC3)CC2=O)c1 (centres undefined)	6	8	21	2	2	6	12	2
O=C(c1ccc2c(=O)n3c(nc2c1)CCC3)N1CCCSC1=Nc1ccccc1	3	-2	-4	-2	11	-1	-4	0
O=C(NCc1nc2ccccc2[nH]1)C1=C[C@H](c2csc3ccccc23)C[C@H](OCc2ccc(CO)cc2)O1	2	9	10	8	3	27	24	-10
COC(=O)c1sc2nc[nH]c(=O)c2c1C	9	13	-11	5	11	-12	-4	-2
CCn1cc(SCC(=O)NCC2CCCO2)c2ccccc21 (centres undefined)	-2	-2	2	2	6	-24	0	-2
O=C(O)Cc1c[nH]c2cccc(O)c12	-21	20	-9	-22	6	-2	-2	-13
C=CCN1C(=O)/C(=C/c2ccc(OC)cc2)S/C1=N/c1nccs1	-8	-3	26	-5	-13	0	8	-4
CC[C@@H](C)[C@@H]1CN([C@@H](CN2CCC[C@H]2CN2C(N)=NC[C@H]2C(C)C)C(C)C)C(=N)N1CCCC1CCCC1	53*	5	-13	-25	-5	3	40*	-10
CC(C)=CCN1CCN(Cc2cccc3c2OCO3)CC1CCO (centres undefined)	5	-8	-1	9	0	7	-17	3
COc1ccc(NC(=O)CSc2nnc(-c3ccccc3C)n2N)cc1OC	4	-14	-3	11	9	5	1	-7
O=C(NCc1ccccc1)C1CCC(=O)N(CCCN2CCCC2=O)C1 (centres undefined)	-10	11	-2	-2	3	-8	4	-3
Cc1ccc(S(=O)(=O)N2CCN(C(=O)CSc3ccc(F)cc3)CC2)cc1	5	12	37	0	-7	0	11	1
O=c1c2sccc2nc(SCc2cc(=O)n3cc(Br)ccc3n2)n1Cc1ccccn1	-16	11	7	-43	-23	9	6	0
CCc1ccc(C(=O)COC(=O)c2cc([N+](=O)[O-])ccc2N2CCOCC2)cc1	-4	8	19	-51	48	35	22	-5
CC(=O)c1cccc(NC(=O)CN(c2ccccc2)S(C)(=O)=O)c1	8	8	-7	17	3	-9	-8	-3
O=C(CN(C(=O)CCC(=O)Nc1nccs1)c1ccccc1F)NCc1ccc2c(c1)OCO2	9	17	-2	10	7	28	0	5
COc1ccc(C(=O)NCC(=O)N2CCN(c3ccc(F)cc3)CC2)cc1	-7	8	-16	1	17	15	1	-5
CC(C)c1ccc(NC(=O)[C@@H]2CCC(=O)N2C2OC(=O)c3ccccc32)cc1 (some centres undefined)	2	-1	-3	-29	-52	-21	4	8
COc1ccc(NCCc2ccccn2)cc1	-5	6	-14	-41	-23	-33	-8	1
COc1ccc(OC)c(-n2c(=S)[nH]c3cc(C(=O)N4CCCCC4)ccc3c2=O)c1	-8	17	2	14	9	-15	3	0
COc1ccc(SC[C@H](Cc2ccccc2)N2CC[C@@H](NC(=O)OCc3ccccc3)CCC2=O)cc1	17	17	26	2	6	16	21	-8
COc1ccc(C(=O)N(Cc2nc(-c3ccc(C)cc3)no2)C(C)C)cc1OC	1	12	1	-6	7	28	7	5
CCc1c(C)c2ccc(O)c(CN3CCCC3)c2oc1=O	21	7	-1	2	-11	6	-1	-4
COCCn1c(SCC(=O)Nc2ccc(S(=O)(=O)N3CCOCC3)cc2)nc2ccccc21	-1	12	-4	2	17	2	2	-4
O=C(Nc1ccc(C(=O)Oc2ccccc2)c(O)c1)c1ccco1	17	5	-9	0	-42	-39	-8	73*
CCCNC(=O)c1ccccc1NS(=O)(=O)c1ccc(OC)c(OC)c1	4	-1	0	4	20	7	-2	3
O=C(O)CCc1ccc(-c2cccs2)n1NC(=O)c1ccc(O)cc1	-2	8	-2	20	4	5	-11	1
Cc1cc(C)c(NC(=O)CSCc2c(C)noc2C)c(C)c1	4	9	3	15	-2	-3	-1	6
CC(C)[C@H](NC(=O)c1ccccc1Cl)C(=O)OCC(=O)N1CCCCC1	-3	9	-5	9	-6	-10	-6	-1
Cc1ccccc1Nc1nc(-c2sc(NC(=O)c3cccc(Cl)c3)nc2C)cs1	-47	·	·	-188	-52	·	9	60*
O=C(CN1C(=O)CSc2ccccc21)NC1CCCC1	-2	2	1	-11	-10	-5	-5	-2
Cc1nc(=S)n(-c2ccccc2)[nH]1	7	32	-1	0	0	1	-9	-5
Cc1ccc(SCC(=O)O/N=C(\N)c2cccc([N+](=O)[O-])c2)cc1	-3	3	-8	-11	3	27	4	4
Fc1ccccc1N1CCN(C(c2ccncc2)c2nnnn2C2CCCC2)CC1 (centres undefined)	4	-5	0	15	-5	-3	1	8
COCCCn1c(C(=O)NCCN2CCOCC2)cc2c(=O)n3ccccc3nc21	10	5	-8	14	-3	3	-5	-4
CCOC(=O)C1=C(CNCc2ccc(C)cc2)NC(=O)NC1c1ccc(OC)cc1 (centres undefined)	8	18	5	9	10	4	15	-9
C=CCNc1nc(C(=O)OCC(=O)Nc2c(Cl)cccc2C(F)(F)F)cs1	4	8	14	-4	0	-20	2	0
NNS(=O)(=O)c1ccc(Cc2ncc(C(F)(F)F)cc2Cl)s1	4	24	0	25	-5	0	-8	5
COc1ccc(NC(=O)c2ccc(S(=O)(=O)N3CCOCC3)o2)cc1	0	11	1	18	-5	-1	-16	-3
CCN(CC)CCNC(=O)c1cc(Nc2ccc(OC)c(OC)c2)nc2ccccc12	-6	1	-4	-7	-14	16	4	-11
COc1ccc(Cl)c(N2CCN(CCCNC(=O)Nc3ccc(C)cc3)CC2)c1	21	1	14	4	9	9	10	-5
Cc1ccc(SC(C)c2nc(-c3ccncc3)no2)cc1 (centres undefined)	2	30	-5	4	19	2	3	9
COc1ccccc1OC(C)C(=O)O (centres undefined)	1	-5	0	15	5	0	-17	4
CCOc1ccc(CN2CCN(Cc3cc4ccccc4o3)CC2CCO)cc1 (centres undefined)	-8	13	-2	-20	-6	35	3	-3
CCN(CC)CCNS(=O)(=O)c1ccc(OC)c(Br)c1	-2	9	0	-16	-2	7	1	3
C=CCOc1ccc(/C=C/C(=O)OCC(=O)N(C)CC(=O)Nc2ccccc2Cl)cc1	-2	4	2	5	9	-9	22	3
O=C1C2CCCCC2C(=O)N1c1ccc(S(=O)(=O)Nc2ncccn2)cc1 (centres undefined)	3	3	0	-2	4	-7	1	-4
CCC(CC)C(=O)NCCc1cc2c(OC)ccc(OC)c2[nH]c1=O	3	13	5	2	-1	-4	0	-2
Cc1cccc(S(=O)(=O)c2c(C)cc(C)[nH]c2=O)c1	-4	0	8	4	-3	-14	13	-10
CC(=O)N1CCCN(C(=O)c2ccc3nc(Cc4cccc(Cl)c4)oc3c2)CC1	-11	-11	12	-61	-14	3	4	-6
COc1cc(S(=O)(=O)n2nc(C)cc2C)ccc1Cl	-2	14	-13	-1	-5	5	-2	-11
CC(=O)Nc1ccc2nc(-c3ccccc3)cn2c1	-1	-13	-11	-161	-102	-79	-3	10
Cc1[nH]c(C)c(S(=O)(=O)N2CCc3ccccc32)c1C(=O)N1CCCCC1	-4	-13	-15	-6	8	10	8	3
O=C(O)c1ccc(-c2cccc(Cl)c2)o1	-4	-5	-1	-2	-15	-14	15	-14
CCOC(=O)C1=C(COC(=O)c2nc(Cl)ccc2Cl)NC(=O)NC1C (centres undefined)	10	11	4	-10	8	-1	5	-2

Single entries from above:
Result of CCN(CC)CCNS(=O)(=O)c1ccc(OC)c(Br)c1 in UBC13 polyUb: -2
Result of COc1ccc(NC(=O)c2ccc(S(=O)(=O)N3CCOCC3)o2)cc1 in Jurkat NFkB inh: -5
Result of CC(=O)Nc1ccc2nc(-c3ccccc3)cn2c1 in 697 NFkB inh: -161
Result of C=CCOc1ccc(/C=C/C(=O)OCC(=O)N(C)CC(=O)Nc2ccccc2Cl)cc1 in UBC13 polyUb: -2
Result of Cc1[nH]c(C)c(S(=O)(=O)N2CCc3ccccc32)c1C(=O)N1CCCCC1 in UBC13 polyUb: -4
Result of Cc1ccc(SC(C)c2nc(-c3ccncc3)no2)cc1 (centres undefined) in CCR6 antagonist: 30
